# EPAC2 antagonist: blocks human EPAC2 exchange factor; Potency, µM (doses to about 114 µM), for the others: top-dose activity, negative = inhibition, usual class: inhibitors; EPAC2 GEF exchange of Rap1B-BODIPY-GDP, fluorescence; 0.18% of 360,000 active; Q8WZA2; further: potency means the concentration at half of the fitted maximal effect; on the % scale 0 is the no-effect control and ±100 the full control effect; nearly all actives have a fitted effect of over 45% in size; many of its hits are not listed in these tables
# Target sequence (Q8WZA2 whole entry, looked up): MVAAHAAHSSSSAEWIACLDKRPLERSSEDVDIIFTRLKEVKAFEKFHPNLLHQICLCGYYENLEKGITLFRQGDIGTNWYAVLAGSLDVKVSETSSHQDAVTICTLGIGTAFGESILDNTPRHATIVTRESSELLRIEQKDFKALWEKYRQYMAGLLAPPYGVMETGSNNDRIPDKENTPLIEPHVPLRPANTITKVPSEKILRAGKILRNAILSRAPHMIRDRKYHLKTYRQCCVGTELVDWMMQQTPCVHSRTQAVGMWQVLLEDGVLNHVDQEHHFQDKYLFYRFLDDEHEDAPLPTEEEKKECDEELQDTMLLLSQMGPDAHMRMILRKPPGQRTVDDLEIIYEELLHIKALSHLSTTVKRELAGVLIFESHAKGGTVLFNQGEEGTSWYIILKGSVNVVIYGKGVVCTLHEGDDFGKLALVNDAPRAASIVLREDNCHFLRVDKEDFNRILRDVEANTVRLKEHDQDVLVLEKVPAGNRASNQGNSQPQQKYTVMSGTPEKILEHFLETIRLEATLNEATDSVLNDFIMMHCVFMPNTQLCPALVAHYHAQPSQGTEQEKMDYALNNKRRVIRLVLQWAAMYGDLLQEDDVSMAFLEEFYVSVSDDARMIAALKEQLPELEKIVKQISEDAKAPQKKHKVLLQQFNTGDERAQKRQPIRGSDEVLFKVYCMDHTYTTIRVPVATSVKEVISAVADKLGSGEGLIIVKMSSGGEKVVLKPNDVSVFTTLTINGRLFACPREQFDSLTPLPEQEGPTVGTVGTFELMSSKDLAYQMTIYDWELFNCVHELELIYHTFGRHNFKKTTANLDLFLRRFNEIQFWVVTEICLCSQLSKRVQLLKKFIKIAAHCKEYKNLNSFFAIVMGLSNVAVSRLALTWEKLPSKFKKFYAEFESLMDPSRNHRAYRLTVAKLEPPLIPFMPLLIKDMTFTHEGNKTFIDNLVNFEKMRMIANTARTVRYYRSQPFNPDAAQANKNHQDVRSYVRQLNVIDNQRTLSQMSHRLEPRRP
# EPAC1 ag: EPAC1 (human) agonism | O95398 | AID 720707 | Potency, µM (doses to about 154 µM), for inactives: top-dose activation, actives largely listed as activators | EPAC1 agonist qHTS, biochemical assay; response scale: 100% = response to 6.5 mM cAMP | 0.073% of 360,000 active; further: potency means the concentration at half of the fitted maximal effect; nearly all actives have a fitted effect of over 60% in size
#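 Normalized to 6.5 mM cAMP, activity reflects EPAC1-catalysed release of BODIPY-GDP from Rap1B, followed kinetically over 30 min at 480 nm excitation, 540 nm emission. Reaction contained 100 nM EPAC1, 250 nM Rap1B-BODIPY-GDP, 50 uM GDP.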
# CCT modulator: cytosolic chaperonin activity modulation. 0.3% of 360,000 active. AID 651819. purified chaperonin ATPase assay, HTRF ADP detection, 30 min. activity change, % (concentration not given with the values), hits read low; in the data active means activity change below about -30%; further: on the % scale 0 is the no-effect control and ±100 the full control effect
#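 We incubate TRiC, 40 or 20 nM final, with library compounds at 76 uM and 10 uM ATP for 30 min at 37 °C. ADP formed is detected with Transcreener HTRF reagents after 30 min at room temperature.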
# PLK1 PBD inh: blocks phosphopeptide binding to human PLK1 polo-box domain; P53350; Plk1 PBD binding of FITC phosphopeptide, fluorescence polarization; Potency, µM, for inactives: max response, negative = inhibition, hits mostly inhibitors; 2.8% of 360,000 active; further: potency means the concentration at half of the fitted maximal effect; series mostly up to about 57 µM; on the % scale 0 is the no-effect control and ±100 the full control effect; nearly all actives have a fitted effect of over 65% in size
# EPAC1 antagonist: blocks human EPAC1 exchange factor; EPAC1 GEF assay, Rap1b-BODIPY-GDP exchange fluorescence; Potency, µM (doses to about 115 µM), for inactives: top-dose activity change, negative = inhibition, most hits filed as inhibitors; O95398; AID 720709; 0.14% of 360,000 active;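 further: potency means the concentration at half of the fitted maximal effect; plate controls were vehicle for no effect and positive control for full effect; nearly all actives have a fitted effect of over 50% in size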
# Mm-Cpn inhibitor: blocks the Methanococcus maripaludis chaperonin Mm-Cpn; purified Mm-Cpn ATPase, ADP Transcreener TR-FRET; Potency, µM (titrated, usually from 76.9 µM), without a hit: top-dose activity, negative = inhibition, most hits filed as inhibitors; 0.031% of 330,000 active; further: potency means the concentration at half of the fitted maximal effect; on the % scale 0 is the no-effect control and ±100 the full control effect; nearly all actives have a fitted effect of over 80% in size
#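 ATPase read-out: TR-FRET ADP immunoassay (anti-ADP Eu cryptate vs ADP-d2), ex 320 nm, em 590/665 nm; signal drops as ADP forms. Enzyme 25 nM, ATP 10 uM, 30 min at 37°C after 10 min compound preincubation.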
# WRN helicase inh: blocks human WRN helicase. Q14191. AID 651768. 0.46% of 360,000 active. WRN helicase unwinding, fluorescent forked duplex, kinetic. Potency, µM (doses to about 114 µM), for the others: at the top dose activity change, negative = inhibition, usual class: inhibitors; further: potency means the concentration at half of the fitted maximal effect; on the % scale 0 is the no-effect control and ±100 the full control effect; nearly all actives have a fitted effect of over 55% in size
#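 Kinetic red-fluorescence monitoring (525/598 nm) tracks WRN helicase activity after 100 nM fluorophore-quencher forked duplex and 2 mM ATP are added to 20 nM enzyme pretreated 15 min at room temperature with compound.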
# PI5P4K alpha inh: blocks human PI5P4K alpha kinase activity. PI5P4Kalpha enzyme, ADP-Glo luminescence, 60 min; stronger effect = lower value. max response, %. 1.2% of 330,000 active; active means max response of -50% or lower; inconclusive means between -30% and -50%; inactive means -30% or higher; further: value at the top dose of about 77 µM; on the % scale 0 is the no-effect control and ±100 the full control effect
#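 Compounds were pin-transferred onto PI5P4Kalpha and substrate in HEPES pH 7.4 buffer with EGTA, CHAPS and 5% DMSO. ATP (5 microM final) started the reaction, which ran 60 minutes at room temperature before ADP-Glo detection.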
# Starred values were filed as active, the others as inactive; ? = inconclusive; · = no result given; [ ] = another dose, or the depositor's remark. Unless noted, the call rests on the fitted dose curve; in most records, active means well fitted curve in the direction sought with a large enough effect; inconclusive means small, poorly fitted or top-dose-only effect, or another doubt; inactive means no such curve, though single readings can be large; an effect the other way counts as inactive or inconclusive.
# The line under a structure holds: EPAC2 antagonist, EPAC1 ag, CCT modulator, PLK1 PBD inh, EPAC1 antagonist, Mm-Cpn inhibitor, WRN helicase inh, PI5P4K alpha inh
> CC(=O)Nc1ccc(S(=O)(=O)NCCC(=O)OCC(=O)NCc2ccccc2)cc1
  -1%, -10%, 1.7, -2%, -9%, 3%, 10%, -3
> CCCCN1C(=O)C(CC(=O)NC2CCCCC2)CC(C(=O)N(C)C)=C1C (stereo not given)
  8%, -25%, -2.8, -1%, 13%, ·, 4%, 2
> Nc1nc(NCC2CCCO2)nc(Nc2ccccc2F)c1[N+](=O)[O-] (stereo not given)
  4%, -10%, 0.2, -1%, 5%, 3%, 3%, -15
> CN(CC(=O)Nc1ccccc1Cl)C(=O)COc1cccc2c1OC(C)(C)C2
  0%, -8%, -2.1, 1%, -14%, -1%, -6%, 2
> CC1=NN(c2ccc([N+](=O)[O-])cc2)C(=O)C1
  -1%, 4%, -2.6, -10%, -16%, ·, ?, -15
> CC(=O)Nc1cccc(-c2cc3c(c4c2ccn4C)C2CCC3O2)c1 (stereo not given)
  -3%, 0%, -0.8, -17%, -14%, ·, -6%, -9
> CCCCC(=O)NNC(=S)NC(=O)c1ccc([N+](=O)[O-])cc1
  11%, 14%, 1.9, 24µM*, 2%, 0%, -2%, -25
> COc1cc(C(C2=C(O)CC(C)(C)CC2=O)C2C(=O)CC(C)(C)CC2=O)cc(OC)c1OC (stereo not given)
  -4%, -11%, -2.8, 19µM*, -4%, 0%, -11%, -6
> c1ccc(CN2CCC(CNc3ncnc4ccccc34)C2)cc1 (stereo not given)
  13%, 2%, 0.9, -2%, 12%, ·, 6%, 2
> COC(=O)c1cc(Cl)c(N)cc1OC
  9%, -6%, 2.7, -2%, -4%, -2%, -32%, ·
> O=C(CCNC(=O)N1CC(=O)Nc2ccccc21)NCc1ccc(F)cc1
  3%, 2%, 2.8, 1%, -3%, -1%, 2%, -1
> CCN(C(=O)c1sc(N)c(C#N)c1C)C1CCCCC1
  6%, -4%, -2.1, -11%, -16%, 0%, 10%, -4
> CC(=O)Nc1ccc(N=Cc2c(O)c(C(=O)Nc3ccccc3)cc3ccccc23)cc1
  -18%, ?, 2.2, -24%, 17%, 1%, -28%[11.6 µM], -14
> CCc1ccccc1N(CC(=O)N1CCCCCC1)S(C)(=O)=O
  -3%, 2%, 0.8, 6%, -8%, -14%, 7%, 5
> COc1ccccc1NC(=O)C(C)OC(=O)C1CC(=O)N(Cc2ccco2)C1 (stereo not given)
  -25%, -9%, 1.5, -14%, -11%, ·, -7%, 3
> CCN(CC)CCNC(=O)c1ccc(NC(=O)COc2ccc3c(c2)CCC3)cc1
  -22%, 10%, -3.0, -9%, 5%, 0%, -3%, 7
> CC(C)Cc1cc(C(=O)Nc2ccc(F)cc2F)no1
  -13%, -22%, 1.3, 5%, -8%, 1%, -6%, -4
> Nc1ccccc1Nc1ccc([N+](=O)[O-])cc1[N+](=O)[O-]
  6%, 2%, 1.2, 2%, -1%, 0%, -17%, 5
> O=C(O)c1ccc(NS(=O)(=O)c2ccc(NC(=O)c3ccccc3Cl)cc2)cc1
  -5%, 2%, -0.6, 2%, -10%, -1%, -2%, -4
> Cc1ccc(C)c(C(=O)COC(=O)c2cc([N+](=O)[O-])ccc2NCCO)c1
  2%, -11%, 2.2, 4%, -8%, -1%, -2%, 3
> CCOC(=O)c1c(C)n(C)c2ccc(OC)c(NC(=O)CN3CCSCC3)c12
  0%, -3%, -2.7, -6%, 17%, -30%, -1%, 0
> COc1ccc(C(=O)/C=C/c2cccs2)c(OC(=O)c2cccc([N+](=O)[O-])c2)c1
  0%, 10%, 0.7, -14%, -10%, 0%, 1%, 1
> O=C(Cn1cnc2ccccc21)NC(c1ccccc1)c1ccccc1
  -6%, 6%, -1.2, -7%, -1%, 0%, -12%, ·
> COc1cccc(C(=O)CN(C(=O)c2ccc(Cl)cc2Cl)N2C(=O)c3ccccc3C2=O)c1
  -11%, 9%, -5.9, -15%, -20%, 1%, -4%, 0
> COc1ccc(N2C(=O)CC(N3CCN(Cc4ccc5c(c4)OCO5)CC3)C2=O)cc1 (stereo not given)
  -2%, -1%, -0.4, -15%, 6%, 1%, 8%, 3
> Cc1ccc(-n2cc(CNC(C)c3cnn(C)c3C)c(-c3ccc(F)cc3)n2)cc1 (stereo not given)
  -12%, 12%, 1.0, -6%, 6%, 2%, -8%, 1
> O=S(=O)(N1CCCCC1)N1CCCN(S(=O)(=O)N2CCCCC2)CC1
  -12%, 2%, 0.8, -2%, -11%, 1%, -15%, 4
> CC(C)c1csc(CN2CCC(n3nccc3NC(=O)Cc3ccccc3)CC2)n1
  -3%, 0%, -0.6, -2%, -1%, 1%, 1%, -6
> CCC(CC)c1nnc(NC(=O)/C=C/c2ccco2)s1
  -1%, -5%, 1.0, -4%, 5%, 3%, 4%, 4
> CCCn1c(=O)n(C)c(=O)c2c(SC(C)C(=O)NCC3CCCO3)nc(CC(C)C)nc21 (stereo not given)
  0%, -4%, 0.3, -4%, 4%, -4%, -1%, -2
> CCOC(=O)C(C)Oc1cccc2c(=O)n(CC(=O)N3CCN(C(=O)OCC)CC3)ccc12 (stereo not given)
  5%, -10%, -0.9, -4%, -6%, 0%, -2%, 2
> COc1cccc(C2C(C#N)=C(N)N(N(C)C)C3=C2C(=O)CC(C)(C)C3)c1 (stereo not given)
  4%, -2%, -3.2, 0%, 0%, 0%, -3%, -2
> c1ccc(COc2ccc(-c3cc4nc(NCCCn5ccnc5)ccn4n3)cc2)cc1
  -14%, 14%, -3.2, -10%, -14%, ·, -11%, 1
> COC(=O)CN1C(=O)[C@H]2[C@@H](/C=C/c3ccccc3)N3C(=O)CN(Cc4ccc(-c5ccccc5)cc4)C(=O)[C@@]3(C)[C@H]2C1=O
  -7%, -50%[inhibitor], -1.5, -17%, -18%, 0%, -35%, 5
> Cc1cc(S(=O)(=O)Nc2ccc3c(c2)n(C)c(=O)n3C)ccc1F
  -19%, 7%, -1.3, -10%, -5%, -2%, -10%, -3
> COC(=O)/C(NC(C)=O)=C(\C)c1ccc(Cl)cc1
  11%, 5%, -1.2, -6%, 25%, -1%, 9%, ·
> CC(=O)CC(=O)Nc1ccc(C(N)=O)cc1
  3%, 4%, -0.5, -17%, -4%, -1%, -1%, -4
> CCCCCCCCCCCCN1C/C(=C\C(=O)OCC)c2ccccc2S1(=O)=O
  -1%, -13%, 1.3, -4%, -8%, -2%, -8%, 16
> COc1ccc(N2CCN(C(c3ccc4ncccc4c3)c3nnnn3C(C)(C)C)CC2)cc1 (stereo not given)
  12%, 1%, -1.6, -4%, 1%, 0%, -3%, 0
> Cc1cccc(S(=O)(=O)Nc2nc3ccccc3nc2NCC2CCCO2)c1 (stereo not given)
  5%, 1%, -1.9, -11%, ?, -10%, 5%, 1
> O=C(COC(=O)c1cccs1)NC1CCCCC1
  11%, -4%, 2.2, 1%, -6%, 0%, -2%, 1
> O=C(Nn1c(-c2ccccc2)nc2ccccc2c1=O)C1CCC1
  3%, 0%, -4.7, -1%, -2%, 0%, 10%, ·
> O=C(NCc1ccco1)C(=O)c1c[nH]c2ccccc12
  8%, 8%, -0.1, -6%, 7%, 4%, -1%, 1
> COc1cc2sc(-c3ccccc3OC)c(-c3ccc(OCCN4CCOCC4)cc3)c2cc1OC
  1%, 8%, 1.7, -13%, -5%, 45µM*, -7%, 42
> Cc1cc(C)n2nc(SCC#N)nc2n1
  8%, 9%, 0.3, -14%, -7%, 1%, 2%, 0
> COc1ccc(NC(=O)COC(=O)/C=C/C(=O)OCC(=O)Nc2ccc(OC)c(Cl)c2)cc1Cl
  0%, 5%, 0.7, -6%, -18%, 1%, -13%, 0
> Cc1c(N/C=C/C(=O)c2ccc(Cl)cc2)c(=O)n(-c2ccccc2)n1C
  0%, 5%, 1.2, -2%, -5%, -4%, -4%, ·
> Cc1ccc(/C=C2\NC(=S)NC2=O)cc1[N+](=O)[O-]
  -9%, 5%, -1.3, -8%, -12%, 1%, -12%, 2
> Cc1cc(O)cc(=O)n1Cc1ccco1
  13%, 1%, 0.1, 2%, 4%, 1%, 3%, -3
> NC(C(=O)O)C(c1ccccc1)C(F)F (stereo not given)
  -2%, -2%, -2.8, -14%, 20%, 2%, 6%, 1
> O=C(N/N=C/c1ccc([N+](=O)[O-])cc1)c1cc(-c2ccc3c(c2)OCO3)n[nH]1
  -16%, 11%, 2.6, 4%, -5%, -1%, -7%, 3
> CC1CCC(NC(=O)CSc2nnnn2C)CC1 (stereo not given)
  8%, -1%, -7.7, -14%, -3%, 1%, 3%, -8
> O=C(Nc1cc(S(=O)(=O)N2CCOCC2)ccc1N1CCCC1)c1ccccc1C(F)(F)F
  3%, -17%, -0.2, 4%, 13%, ·, 5%, -1
> C/C(=N\NC(=O)NC1CCCCC1)c1ccc(OC(F)F)cc1OC(F)F
  -21%, 6%, -3.0, 1%, -29%, -3%, -7%, 2
> O=C(CN1CCN(S(=O)(=O)/C=C/c2ccccc2)CC1)Nc1ccccc1N1CCOCC1
  ?, 1%, -2.3, 1%, 0%, -3%, 0%, -1
> CCN(CC)C(=O)C1=C(C)N(Cc2ccc(F)cc2)C(=O)C(CC(=O)NCC2CCCCC2)C1 (stereo not given)
  10%, -20%, -2.0, 2%, -10%, ·, 2%, -8
> COc1ccc(S(=O)(=O)N2CCOC23CCN(S(=O)(=O)c2ccc([N+](=O)[O-])cc2)CC3)cc1
  12%, 2%, -0.7, -4%, 8%, -1%, 0%, 3
> CCOC(=O)c1ccc(-c2c(-c3ccc(OC)cc3)oc(=O)c3cc(OC)c(OC)cc23)cc1F
  25%, -6%, 0.3, 0%, 0%, 1%, 0%, 1
> CC(C(=O)N1CCCc2ccccc21)N1CCN(c2ccccn2)CC1 (stereo not given)
  1%, -3%, 1.4, -7%, ?, -3%, -6%[11.6 µM], -14
> O=C(/C=C/[C@H]1O[C@@H](n2cnc3c(NC(=O)c4ccccc4)ncnc32)[C@H](O)[C@@H]1O)NCCCc1ccccc1
  25%, -8%, -2.1, -4%, -15%, ·, 7%, 1
> CCOC(=O)C(C)n1ncn2cccc2c1=O (stereo not given)
  2%, 5%, -1.7, -2%, -3%, 2%, 5%, -6
> CCCC[N+](CC#CCO)(CC#Cc1ccccc1)CCCC
  -5%, -2%, 0.1, -7%, -2%, 1%, -30%, 1
> CC(C)CNC(=O)c1nn(Cc2ccccc2)c(=O)c2ccccc12
  3%, 0%, -0.1, -2%, -3%, -1%, 0%, 0

# These rows are one share of the data, so the mix of outcomes need not match the whole.
